Bioassay records deposited in PubChem by several laboratories.
Neddylation inh: blocks human cullin neddylation | P61081+Q13564 | TR-FRET cullin neddylation, biochemical | calls only at 25 µM | 360,000 compounds, 0.58% hits; in the data active means inhibition above about 36%
Target sequence (P61081 whole entry, looked up): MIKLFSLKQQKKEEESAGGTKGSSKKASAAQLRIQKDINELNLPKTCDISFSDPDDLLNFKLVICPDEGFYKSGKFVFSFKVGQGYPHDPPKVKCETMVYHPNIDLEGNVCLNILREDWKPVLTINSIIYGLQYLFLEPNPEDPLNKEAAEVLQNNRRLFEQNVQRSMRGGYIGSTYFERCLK
Target sequence (Q13564 whole entry, looked up): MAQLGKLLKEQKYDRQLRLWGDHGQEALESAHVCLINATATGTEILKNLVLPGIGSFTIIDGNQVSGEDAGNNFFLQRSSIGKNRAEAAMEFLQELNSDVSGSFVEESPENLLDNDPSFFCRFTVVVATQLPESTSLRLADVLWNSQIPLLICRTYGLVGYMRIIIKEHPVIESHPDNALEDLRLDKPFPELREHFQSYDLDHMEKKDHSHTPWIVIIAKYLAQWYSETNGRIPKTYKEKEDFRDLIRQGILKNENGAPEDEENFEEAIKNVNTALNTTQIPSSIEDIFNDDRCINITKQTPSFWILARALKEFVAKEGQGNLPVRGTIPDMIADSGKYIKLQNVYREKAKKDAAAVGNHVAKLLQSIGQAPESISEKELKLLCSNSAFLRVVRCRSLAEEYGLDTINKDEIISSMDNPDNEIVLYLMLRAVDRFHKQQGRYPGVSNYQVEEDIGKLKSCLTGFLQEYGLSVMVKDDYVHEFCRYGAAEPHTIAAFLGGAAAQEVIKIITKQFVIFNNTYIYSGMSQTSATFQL
MT1-MMP act inh: inhibitors of human MT1-MMP activation; 360,000 compounds, 0.061% hits; GFP/RFP ratio change, % at 20 µM; P50281; HT1080 RFP-PRO-GFP cells, GFP/RFP ratio fluorescence, overnight; percent of plate control window, DMSO zero;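 active means GFP/RFP ratio change of at least 30% with cell ATP level not reduced by more than half and red fluorescence within 50% of control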; further: strong numbers were not always called active
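Assay system: HT1080 cells carrying an RFP-PRO-GFP reporter | Dosing: Single dose of 20 µM compound, 1% DMSO final | Incubation: Cells overnight before dosing, compound overnight, 37 °C, 5% CO2 | Evaluation: GFP/RFP fluorescence ratio | Control set: DMSO and RFP-L50D-GFP cell wells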
FAS-TE inh: FAS thioesterase (human) inhibition; P49327; recombinant FAS-TE, OMFH fluorogenic substrate, fluorescence endpoint; inhibition, % at 15 µM; 360,000 compounds, 0.67% hits; AID 602261;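 active means compounds whose normalised, plate-corrected inhibition of enzyme fluorescence in the single-dose primary screen is 50% or more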;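 further: 0% = DMSO with enzyme and 100% = substrate without enzyme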
Rpn11 inh: inhibitors of human proteasome Rpn11; human 26S proteasome, Ub4-pepOG fluorescence polarization; 20S core pre-blocked with epoxomicin; calls only at 20 µM; O00487; 360,000 compounds, 0.59% hits; AID 588493;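 active means inhibition at 20 µM, scaled to each plate's controls, above about 33%, limit read from the data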
Target sequence (O00487 whole entry, looked up): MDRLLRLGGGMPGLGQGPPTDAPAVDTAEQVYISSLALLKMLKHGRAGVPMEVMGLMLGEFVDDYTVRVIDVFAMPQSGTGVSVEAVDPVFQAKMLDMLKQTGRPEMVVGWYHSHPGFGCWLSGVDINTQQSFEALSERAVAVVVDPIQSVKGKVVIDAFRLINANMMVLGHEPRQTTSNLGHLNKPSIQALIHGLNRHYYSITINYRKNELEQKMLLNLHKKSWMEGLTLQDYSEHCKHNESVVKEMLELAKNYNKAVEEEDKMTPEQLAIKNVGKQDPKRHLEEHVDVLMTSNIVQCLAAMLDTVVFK
CSN inh: inhibitors of human CSN-mediated cullin deneddylation; Q92905; Purified CSN, SCF-Nedd8-OG deneddylation, fluorescence polarization; inhibition, % at 12.5 µM; 360,000 compounds, 0.38% hits; AID 651999;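 active means pattern-corrected inhibition above about 35%, with an unprinted fluorescence ratio check between 0.5 and 1.5, limit read from the data, passing the limit was not always enough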;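 further: 0% = enzyme with substrate and 100% = substrate without enzyme; some results filed as inactive read as strong as hits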
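test system = HEK293T-derived human Csn5 enzyme | amount = 0.24 nM Csn5 enzyme, final concentration | medium = Tris/NaCl/DTT buffer, pH 7.5 | schedule = 90 min reaction at room temperature | signal = FP | evaluation = inhibition of Csn5 cleavage, % | compound dosing = single dose of 12.5 µM compound with 0.25% DMSO | probe or stimulus = 10 nM SCFSkp2-Nedd8OG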
NadD block: NadD (S. aureus) enzyme inhibition; purified NadD enzyme, colorimetric absorbance read-out; inhibition, % at 20 µM; 360,000 compounds, 0.78% hits; in the data active means inhibition above about 26%; further: some compounds past the cut are filed as inactive
MLLE-PAM2 inh: inhibitors of microRNA-mediated deadenylation, human PABP1 MLLE binding; P11940; GST-MLLE / FITC-PAM2 fluorescence polarization; inhibition, % at 20 µM; 360,000 compounds, 0.36% hits; AID 588489; in the data active means inhibition above about 35%, passing the limit was not always enough;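 further: plate controls were DMSO wells with GST-MLLE for no effect and wells lacking GST-MLLE protein for full effect; some results filed as inactive read as strong as hits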
Rin1-Abl PPI inh: inhibitors of human Rin1-Abl protein interaction; P00519+Q13671; TR-FRET Rin1/Abl binding, biochemical; inhibition, % at 7.35 µM; 360,000 compounds, 0.4% hits; AID 588664; in the data active means inhibition above about 5%, passing the limit was not always enough
SKN-1 inh: C. elegans SKN-1 inhibition | AID 624304 | 360,000 compounds, 0.49% hits | inhibition, % at 21.8 µM | C. elegans VP596 Pgst-4::GFP/RFP ratio, acrylamide-induced, 24 h;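 active means interference check ratio from 0.5 to 1.5 plus GFP to RFP signal ratio inhibition reaching or exceeding a fixed threshold, cut at about 30% in these data, passing the limit was not always enough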; further: some compounds called inactive have numbers as strong as hits
* = called active by the depositor; i = inactive; nt = no result given; + = active, no number.

no.	compound	Neddylation inh	MT1-MMP act inh	FAS-TE inh	Rpn11 inh	CSN inh	NadD block	MLLE-PAM2 inh	Rin1-Abl PPI inh	SKN-1 inh
1	COc1ccc(NC(=S)N(CCCOC(C)C)C2CCN(C(C)=O)CC2)cc1Cl	i	6	-2	i	5	4	-17	0	1
2	Cc1ccc(C(=O)N2CCC(C(=O)NC3CCCC3)CC2)cc1	i	4	-6	i	-1	-1	11	-3	3
3	COc1ccc(C2(C)NC(=O)N(CC(=O)NCc3ccccc3F)C2=O)cc1 (configuration not stated)	i	1	-4	i	1	-6	4	1	-21
4	CS(=O)(=O)N(CC(=O)N1CCc2ccccc2C1)c1ccccc1F	i	1	-3	i	-1	5	-11	4	-13
5	COc1ccc(C2C(C(=O)c3sc(C)nc3C)=C(O)C(=O)N2CCCn2ccnc2)cc1 (configuration not stated)	i	-7	-6	i	1	-1	-6	-3	-3
6	CS(=O)(=O)N1CCN(C(=O)Cc2ccc(Br)cc2)CC1	i	7	-1	i	-5	4	2	2	4
7	Cc1nnc2sc(-c3ccc(NC(=O)c4ccc(-c5ccc(Cl)cc5Cl)o4)cc3)nn12	nt	-6	-1	+	32	30	-92	-2	35
8	CC(CCc1ccccc1)NCC(O)COc1ccccc1 (configuration not stated)	i	3	-5	i	-1	-16	1	1	0
9	Cc1ccc(S(=O)(=O)c2cc3ccc(O)cc3oc2=O)cc1C	nt	4	-2	i	4	-3	2	0	10
10	Cc1ccc2cc(CCNC(=O)c3ccc(S(=O)(=O)N4CCOCC4)cc3)c(=O)[nH]c2c1C	i	1	2	i	2	2	2	-1	0
11	CCOc1ccccc1N1CCN(C(=O)c2ccc(-c3ccc(OC(C)=O)cc3)cc2)CC1	i	-4	17	i	-1	-3	10	3	9
12	COc1ccccc1C1C(C#N)=C(N)N(N(C)C)C2=C1C(=O)CC(C)(C)C2 (configuration not stated)	i	-1	1	i	-1	0	3	6	-17
13	CC1CC(C)CN(C(=O)CNS(=O)(=O)c2ccc(Br)s2)C1 (configuration not stated)	i	4	-2	i	2	2	8	1	1
14	Cn1cc(S(=O)(=O)c2ccccc2)c(=O)c2cc(F)c(N3CCOCC3)cc21	nt	-4	-6	i	-3	-4	15	-1	5
15	COc1cccc(CNC(=O)CCC2CCCN(C(=O)c3cc(C4CC4)[nH]n3)C2)c1 (configuration not stated)	i	-1	-12	i	1	-4	9	-2	-9

Additional compounds follow:
no.	compound	Neddylation inh	MT1-MMP act inh	FAS-TE inh	Rpn11 inh	CSN inh	NadD block	MLLE-PAM2 inh	Rin1-Abl PPI inh	SKN-1 inh
16	COc1ccc(/C=C2\SC(=O)N(CC(=O)NC3CCS(=O)(=O)C3)C2=O)cc1 (configuration not stated)	i	6	-6	i	-1	-2	5	-1	-12
17	Cc1ccc(C(=O)NCC(=O)N(C)Cc2ccc(Cl)cc2Cl)s1	i	-2	12	i	-7	1	15	-2	6
18	Cc1cc(C)nc(-n2cc(C(=O)c3cc(F)ccc3O)cn2)n1	i	-1	-6	i	-1	0	5	-2	9
19	COc1cc(NC(=O)C2(C)CCCN2C(=O)C(C)C)cc(OC)c1OC (configuration not stated)	i	-1	-2	i	-1	-2	0	3	8
20	O=C(NCCNc1ccc([N+](=O)[O-])cc1)c1ccccc1Br	i	5	2	i	0	3	-1	1	-7
21	COc1cccc(NC(=O)COC(=O)C2CC3CCCC(C2)C3=O)c1 (configuration not stated)	i	7	-5	i	1	-3	-8	-1	-4
22	CS(=O)(=O)N(CC(=O)NCCSCc1ccccc1Cl)c1ccc(F)cc1	i	-3	4	i	0	-4	-7	-2	-11
23	COc1ccccc1S(=O)(=O)Cc1ccc(C(=O)N2CCN(c3ccccc3)CC2)o1	i	10	0	i	-5	2	9	-1	25
24	C=CCn1c(SCC(=O)Nc2cc(C)on2)nnc1C1COc2ccccc2O1 (configuration not stated)	i	-2	-6	i	2	2	-39	4	3
25	O=C(N/N=C/c1ccccn1)c1cccc(S(=O)(=O)N2CCCC2)c1	i	-2	-4	i	-6	-6	1	-1	-2
26	Cc1ccc(S(=O)(=O)N2C[C@]3(O)C[C@@H]4C(=O)N(c5ccccc5)C(=O)[C@@H]4C[C@]3(OC(=O)NC3CCCC3)C2)cc1	i	4	2	i	10	1	-6	0	-9
27	CCCCOc1ccc(C(C)NC(=O)CCS(=O)(=O)Cc2ccc(Cl)cc2)cc1 (configuration not stated)	i	0	-12	i	-12	-1	-9	-2	-7
28	CNC(=S)N(Cc1ccc(OC)cc1)C1CC(=O)N(c2ccc(OC)cc2)C1=O (configuration not stated)	i	-1	34	i	-1	-5	-4	4	-32
29	CC(=O)n1cc([C@H]2C=C(C(=O)N3CCN(Cc4ccc5c(c4)OCO5)CC3)O[C@@H](OCCCCO)C2)c2ccccc21	i	4	3	i	-5	-10	4	4	-14
30	COc1cccc(Cn2cnc3c([N+](=O)[O-])c(C)c(C)cc32)c1	i	-3	11	i	-20	4	7	-1	4

Additional entries.
no.	compound	Neddylation inh	MT1-MMP act inh	FAS-TE inh	Rpn11 inh	CSN inh	NadD block	MLLE-PAM2 inh	Rin1-Abl PPI inh	SKN-1 inh
31	CSC(=N/N=C(\N)c1cnccn1)SC	i	3	-11	i	-1	3	7	1	1
32	CCc1cccc(C)c1NC(=O)C1CCN(C(=O)c2ccc([N+](=O)[O-])cc2)CC1	i	3	-1	i	15	1	2	-5	-13
33	O=[N+]([O-])c1ccc2nonc2c1Nc1cccc(F)c1	i	1	7	i	-2	2	21	-1	15
34	COc1cccc(C(=O)Oc2cc(C)[nH]c(=O)c2[N+](=O)[O-])c1	i	2	-14	i	0	-4	-6	-2	7
35	CC(C)(C)C(=O)Nc1nc(-c2ccc3c(c2)OCO3)cs1	i	-9	10	i	3	-5	4	0	-11
36	CC(=O)Nc1cccc(NC(=S)Nc2cccc(Cl)c2Cl)c1	i	-1	-3	i	-1	-6	18	0	2
37	C=CCn1cnc2c(nnn2-c2ccc(C)c(Cl)c2)c1=O	i	3	3	i	-2	-4	-7	-1	1
38	Cc1ccc(OCC(=O)O/N=C(\N)c2ccncc2)cc1C	i	2	0	i	0	-4	3	5	-2
39	O=C(c1ccco1)N1C(=O)c2cccc3cccc1c23	i	-4	2	i	-4	-5	1	-3	10
40	O=C(N/N=C/C1CC2C=CC1C2)c1ccccc1O (configuration not stated)	i	-1	-5	i	5	0	2	0	-14
41	COCCCNC(=O)C[C@H]1C[C@H](C(=O)N2CCOCC2)[C@@]2(C)c3[nH]c4cc(-c5ccco5)ccc4c3CCN2C1=O	nt	0	-7	i	4	-2	-5	-3	-3
42	Cc1cc(C)cc(NC(=S)N2CCC(NC(=O)c3ccco3)CC2)c1	i	-1	-4	i	1	8	-90	-1	7
43	COc1ccc2[nH]c(C)c(CCNC(=S)Nc3ccc(F)cc3)c2c1	i	-3	3	i	8	-2	-23	1	6
44	Nc1nnnn1/N=C/c1cc(Cl)cc(Cl)c1O	i	-132	-12	i	-15	-1	122	2	-10
45	COc1cccc(C(=O)/C=C/c2ccc(SC)cc2)c1	i	1	4	i	6	-5	-5	-3	29

Next structures
no.	compound	Neddylation inh	MT1-MMP act inh	FAS-TE inh	Rpn11 inh	CSN inh	NadD block	MLLE-PAM2 inh	Rin1-Abl PPI inh	SKN-1 inh
46	Cc1ccc(Nc2nc(CSc3nnnn3-c3ccccc3)cc(=O)[nH]2)cc1	i	2	11	i	12	-6	-5	-3	11
47	O=C(CSCc1c[nH]c(=O)[nH]c1=O)OCC(=O)c1ccc(Br)cc1	i	1	-3	i	-5	2	1	2	-5
48	CC(C)(C)C(=O)Nc1nnc(SCC(=O)Nc2nccs2)s1	i	0	-1	i	-2	-2	9	4	-7
49	Cc1cccc(-c2nnc(SCc3nc4ccccc4[nH]3)n2Cc2ccco2)c1	i	-1	4	i	1	4	-106	2	12
50	CC(=O)Nc1cc2c3c(c1)CCC(=O)N3CCC2	i	-1	-2	i	-1	-1	-2	2	-4
51	CCCCn1c(SCC(=O)N(C)C)nnc1-c1ccncc1	i	2	-6	i	-2	-1	5	-1	-7
52	O=C(O)CCCNc1n[nH]c(=O)[nH]c1=O	i	-4	-7	i	-1	7	16	0	8
53	CC(Sc1nnc(-c2cccs2)n1C1CC1)C(=O)NCC1CCCO1 (configuration not stated)	i	-2	-10	i	-1	4	2	0	3
54	Cc1onc(-c2c(Cl)cccc2Cl)c1C(=O)NN1CCCCCC1	i	-6	-4	i	7	-1	4	0	3
55	CC(C)(C)c1ccc(C(=O)NCC(=O)NCC(C)(C)N2CCOCC2)cc1	i	-4	-4	i	-6	-4	11	1	3
56	COc1ccc(-c2nnc(OCc3nc4ccccc4n3C)c3ccccc23)cc1	i	-1	-23	i	-1	7	9	-1	1
57	Cn1nnnc1SCC(=O)Nc1cccc([N+](=O)[O-])c1	i	-1	2	i	-13	-3	6	3	3
58	CCOC(=O)c1ccc(NC(=O)CSc2nnc(COc3ccccc3OC)n2CC)cc1	i	4	-8	i	-10	3	11	0	-13
59	O=C(NCc1cccc(Cl)c1)NCc1cccc(Cl)c1	i	nt	13	i	-5	-3	0	1	2
60	COc1cccc(NC(=O)c2ccccc2-c2nc(-c3cccc(C)c3)no2)c1	i	-3	28	i	-6	-3	-9	-3	25

Reformatted in transposed form: entries from further up.
#46 Cc1ccc(Nc2nc(CSc3nnnn3-c3ccccc3)cc(=O)[nH]2)cc1
#47 O=C(CSCc1c[nH]c(=O)[nH]c1=O)OCC(=O)c1ccc(Br)cc1
#48 CC(C)(C)C(=O)Nc1nnc(SCC(=O)Nc2nccs2)s1
#49 Cc1cccc(-c2nnc(SCc3nc4ccccc4[nH]3)n2Cc2ccco2)c1
#50 CC(=O)Nc1cc2c3c(c1)CCC(=O)N3CCC2
#51 CCCCn1c(SCC(=O)N(C)C)nnc1-c1ccncc1
#52 O=C(O)CCCNc1n[nH]c(=O)[nH]c1=O
#53 CC(Sc1nnc(-c2cccs2)n1C1CC1)C(=O)NCC1CCCO1 (configuration not stated)
#54 Cc1onc(-c2c(Cl)cccc2Cl)c1C(=O)NN1CCCCCC1
#55 CC(C)(C)c1ccc(C(=O)NCC(=O)NCC(C)(C)N2CCOCC2)cc1
#56 COc1ccc(-c2nnc(OCc3nc4ccccc4n3C)c3ccccc23)cc1
assay / entry,46,47,48,49,50,51,52,53,54,55,56
Neddylation inh,i,i,i,i,i,i,i,i,i,i,i
MT1-MMP act inh,2,1,0,-1,-1,2,-4,-2,-6,-4,-1
FAS-TE inh,11,-3,-1,4,-2,-6,-7,-10,-4,-4,-23
Rpn11 inh,i,i,i,i,i,i,i,i,i,i,i
CSN inh,12,-5,-2,1,-1,-2,-1,-1,7,-6,-1
NadD block,-6,2,-2,4,-1,-1,7,4,-1,-4,7
MLLE-PAM2 inh,-5,1,9,-106,-2,5,16,2,4,11,9
Rin1-Abl PPI inh,-3,2,4,2,2,-1,0,0,0,1,-1
SKN-1 inh,11,-5,-7,12,-4,-7,8,3,3,3,1
